Screening data from PubChem BioAssay.
MsrA inh = bovine MsrA inhibition; purified bovine MsrA, absorbance read-out; inhibition, % at 15.5 µM; 0.75% of 360,000 active; in the data active = inhibition above about 4.5%;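 also: 0% = vehicle wells with enzyme and 100% = reference inhibitor wells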
CSN inh = inhibitors of human CSN-mediated cullin deneddylation | Q92905 | Purified CSN, SCF-Nedd8-OG deneddylation, fluorescence polarization | inhibition, % at 12.5 µM | 0.38% of 360,000 active;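 active = pattern-corrected inhibition above about 35%, with an unprinted fluorescence ratio check between 0.5 and 1.5, limit read from the data, passing the limit was not always enough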;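 also: 0% = enzyme with substrate and 100% = substrate without enzyme; some results filed as inactive read as strong as hits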
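Material: purified human Csn5 enzyme expressed in HEK293T cells / Medium: Tris buffer pH 7.5, NaCl, DTT, Tween-20, trehalose, ovalbumin / Compound dosing: 12.5 µM single point / Schedule: 90 min incubation of compound, enzyme and substrate at room temperature / Signal: fluorescence polarization of the substrate / Control set: no-enzyme wells high, enzyme-with-substrate wells low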
Scp-1 inhibitor = inhibitors of human Scp-1 phosphatase; Q9GZU7; AID 493091; Recombinant Scp1, phosphopeptide, malachite green phosphate absorbance; 0.88% of 340,000 active; inhibition, % at 20 µM;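 active = inhibition above about 50% at 20 µM, limit read from the data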;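 also: plate controls were DMSO wells with enzyme for no effect and wells lacking enzyme for full effect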
Target sequence (Q9GZU7 76-261 limits assumed): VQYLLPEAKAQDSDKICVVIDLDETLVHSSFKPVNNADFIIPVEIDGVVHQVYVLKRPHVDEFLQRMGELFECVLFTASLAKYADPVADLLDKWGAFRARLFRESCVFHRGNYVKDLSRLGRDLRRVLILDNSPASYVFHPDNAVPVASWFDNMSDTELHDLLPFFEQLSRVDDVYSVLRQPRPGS
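Test system: SCP-1 catalytic domain; Buffer or medium: Acidic Tris acetate buffer with magnesium and detergent; Also added: Phosphorylated 17-residue peptide substrate; Compound: single 20 µM dose, 1% DMSO; Schedule: enzyme reaction 45 min at room temperature, colour 5 min, stabilisation 30 min; Signal: Phosphate-binding colour reagent, absorbance read at 630 nm.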
NadD inh = inhibitors of Staphylococcus aureus NadD; purified NadD enzyme, colorimetric absorbance read-out; inhibition, % at 20 µM; 0.78% of 360,000 active; AID 602399; in the data active = inhibition above about 26%; also: some compounds past the cut are filed as inactive
LMPTP inh = LMPTP (human) inhibition; 0.22% of 360,000 active; inhibition, % at 20 µM; recombinant LMPTP-A, OMFP fluorogenic substrate, fluorescence intensity; P24666;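 active = compounds that cut the enzyme signal by at least half of the control window in the single-dose screen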;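 also: plate controls were DMSO wells with enzyme plus substrate for no effect and substrate without enzyme for full effect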
Target sequence (P24666 whole entry, looked up): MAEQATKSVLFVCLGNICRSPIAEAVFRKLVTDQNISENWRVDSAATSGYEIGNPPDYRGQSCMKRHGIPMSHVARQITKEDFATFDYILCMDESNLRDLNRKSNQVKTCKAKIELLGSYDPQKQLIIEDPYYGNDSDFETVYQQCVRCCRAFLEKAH
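Test system – LMPTP-A phosphatase enzyme · Quantity – 0.625 nM LMPTP-A final · Reagent – OMFP substrate, 400 µM final · Dosing – one test concentration per compound, 20 µM, with 3% DMSO overall · Timing – 50 min enzyme reaction at room temperature, protected from light · Detection – fluorescence intensity · Controls – substrate-only low control, DMSO enzyme-plus-substrate high control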
TbMetRS inhib = Trypanosoma brucei MetRS inhibition. purified T. brucei MetRS, ATP depletion, Kinase-Glo luminescence. inhibition, % at 11.9 µM. 0.4% of 360,000 active;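 active = inhibition above a per-plate cutoff of the control wells' mean inhibition plus 3 SD, cut at about 5.5% in these data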;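 also: 0% = DMSO wells median and 100% = median of wells with control inhibitor compound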
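Test system: purified T. brucei MetRS enzyme. Also added: ATP, methionine and E. coli bulk tRNA substrates. Compound: 11.9 µM single point. Schedule: 15 min enzyme-compound preincubation, 2 h reaction, 10 min detection, 25 °C. Signal: luciferase luminescence of residual ATP, Kinase-Glo. Evaluation: percent inhibition versus plate control medians. Controls: DMSO wells, low control.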
Rpn11 inh = blocks the human proteasome subunit Rpn11. O00487. human 26S proteasome, Ub4-pepOG fluorescence polarization; 20S core pre-blocked with epoxomicin. calls only at 20 µM. 0.59% of 360,000 active. AID 588493;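 active = inhibition at 20 µM, scaled to each plate's controls, above about 33%, limit read from the data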
SUMO1-SIM PPI = modulators of human SUMO1-mediated protein-protein interactions; SUMO1 binding to a labelled peptide, TR-FRET, 1 h; inhibition, % at 20 µM; 0.33% of 360,000 active; in the data active = inhibition above about 37%
Target sequence (P63165 whole entry, looked up): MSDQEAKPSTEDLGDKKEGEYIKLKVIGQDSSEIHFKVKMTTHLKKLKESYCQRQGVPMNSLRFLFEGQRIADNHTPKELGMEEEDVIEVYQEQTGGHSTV
DNMT1 inh = blocks human DNA methyltransferase DNMT1 | P26358 | DNMT1 molecular beacon, Hinp1I cleavage, fluorescence | inhibition (reported as % activation of signal), % at 10 µM | 0.83% of 360,000 active; in the data active = inhibition above about 50%
STEP block = STEP (human) phosphatase inhibition. P54829. recombinant STEP, OMFP fluorogenic substrate, fluorescence. inhibition, % at 20 µM. 0.25% of 360,000 active;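 active = inhibition at 20 µM, scaled per plate between control wells, above about 37%, limit read from the data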;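 also: 0% = DMSO with enzyme and substrate and 100% = substrate only without enzyme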
Target sequence (P54829 whole entry, looked up): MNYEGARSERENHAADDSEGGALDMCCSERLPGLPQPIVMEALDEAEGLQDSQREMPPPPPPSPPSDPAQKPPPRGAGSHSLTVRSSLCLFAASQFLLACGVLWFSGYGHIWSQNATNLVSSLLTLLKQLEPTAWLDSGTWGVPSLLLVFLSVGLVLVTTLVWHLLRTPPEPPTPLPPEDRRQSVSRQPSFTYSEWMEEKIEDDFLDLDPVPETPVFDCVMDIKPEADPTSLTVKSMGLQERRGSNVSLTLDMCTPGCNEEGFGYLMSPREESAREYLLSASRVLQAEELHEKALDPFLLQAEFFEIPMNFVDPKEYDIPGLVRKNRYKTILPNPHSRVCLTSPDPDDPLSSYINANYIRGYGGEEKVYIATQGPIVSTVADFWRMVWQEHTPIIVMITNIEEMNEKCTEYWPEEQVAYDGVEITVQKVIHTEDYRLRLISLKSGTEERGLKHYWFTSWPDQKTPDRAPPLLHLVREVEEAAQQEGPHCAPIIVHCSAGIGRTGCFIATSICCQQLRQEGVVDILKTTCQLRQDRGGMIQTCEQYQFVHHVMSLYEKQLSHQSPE
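Also added – OMFP at 25 µM · Test system – STEP tyrosine phosphatase · Technique – FITC-channel fluorescence of OMFP product · Schedule – 20 min at room temperature, dark · Evaluation – control-normalized % inhibition with plate pattern correction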
* hit, by the source's call; i = inactive; / = no result given. This is a random part of the collection, and some 3.9% of all compounds hit somewhere here.

entry | Structure | MsrA inh | CSN inh | Scp-1 inhibitor | NadD inh | LMPTP inh
1 | Cn1c(=O)n(C)c2cc(NC(=O)COc3ccccc3)ccc21 | 1.1 | 3 | -4 | -5 | -1.7
2 | CN(C)c1ccc(C=NN2CCCCCC2)cc1 | 3.4 | -3 | -13 | 2 | 1.2
3 | COc1cc(-c2nc(S(=O)(=O)c3ccc(C)cc3)c(N3CCOCC3)o2)cc(OC)c1OC | 0.7 | 0 | 8 | -5 | 0.1
4 | Cc1cc(C)cc(-n2c(N)c(C(=O)Nc3c(C)n(C)n(-c4ccccc4)c3=O)c3nc4ccccc4nc32)c1 | 0.6 | 3 | 22 | 15 | 4.8
5 | COCC(C)n1c(C)cc(C(=O)COC(=O)C2=NN(c3ccccc3)C(=O)CC2)c1C (stereo not drawn) | / | 2 | / | -5 | -1.1
6 | Cc1cc(Br)ccc1SCC(=O)OCC(=O)Nc1ccccc1C#N | -0.2 | 8 | -7 | -7 | 1.1
7 | O=C(COC(=O)c1ccc(OC(F)F)cc1)NCCC1=CCCCC1 | -0.1 | -1 | -6 | -3 | -0.6
8 | CC(Sc1nnnn1C)C(=O)Nc1ncc(Cl)cc1Cl (stereo not drawn) | 0.1 | -4 | -5 | -6 | -1.4
9 | CC(NC(=O)c1cccnc1)C(c1ccccc1)N1CCN(C)CC1 (stereo not drawn) | -0.5 | 2 | -11 | -5 | -1.1
10 | COc1ccc(Cc2nc3ccc(C(=O)N4CCCN(C=O)CC4)cc3o2)cc1 | -0.4 | 0 | -4 | 1 | -2.1
11 | CC(=O)Nc1ccc(NC(=O)CSc2nnc(-c3ccc(NS(C)(=O)=O)cc3)n2C)cc1C | -0.8 | 3 | -3 | 15 | -0.8
12 | CCCN(C(=O)CCOc1ccc(C(C)(C)C)cc1)c1c(N)n(Cc2ccccc2)c(=O)[nH]c1=O | 1.9 | 3 | 2 | 0 | -1.3
13 | O=C(COC(=O)COc1ccc(Br)cc1)Nc1cccnc1Cl | -1.0 | 0 | 58* | -6 | -0.2
14 | COc1ccc(C2=NOC(Cn3nc(C(=O)NCc4cccs4)cc3-c3ccccc3)C2)cc1 (stereo not drawn) | 0.9 | -2 | -8 | -4 | 3.6
15 | c1ccc(CCN2CCN(c3ncnc4c3cnn4-c3ccccc3)CC2)cc1 | 2.6 | 0 | -4 | -10 | 1.0

entry | TbMetRS inhib | Rpn11 inh | SUMO1-SIM PPI | DNMT1 inh | STEP block
1 | 0.4 | i | 5 | 1 | 2
2 | -0.1 | i | -5 | -1 | -2
3 | -0.5 | i | 4 | -3 | -1
4 | 0.5 | i | -1 | 3 | 3
5 | -0.9 | i | -2 | 1 | -3
6 | 0.6 | i | 1 | -5 | 1
7 | -0.4 | i | -3 | 2 | 1
8 | -0.1 | i | 0 | 2 | -3
9 | 0.8 | i | -4 | 5 | -2
10 | -0.6 | i | -1 | 0 | 11
11 | -0.7 | i | 4 | -1 | -2
12 | -0.2 | i | 2 | 0 | 1
13 | -1.2 | i | 2 | -1 | 0
14 | -0.2 | i | -1 | -3 | 4
15 | 0.3 | i | 9 | -2 | -2

(further entries)
entry | Structure | MsrA inh | CSN inh | Scp-1 inhibitor | NadD inh | LMPTP inh
16 | CC1=C(C(=O)N2CCOCC2)CC(CC(=O)NCc2cccs2)C(=O)N1Cc1ccccc1 (stereo not drawn) | 0.7 | 0 | / | -9 | -1.3
17 | Cc1cc(C(=O)N/N=C\c2ccc(COc3ccc([N+](=O)[O-])cc3)o2)ccc1[N+](=O)[O-] | 1.2 | -7 | -7 | 21 | 2.0
18 | CCCCn1c(NCc2ccc3c(c2)OCO3)nc2ccccc21 | 0.2 | 0 | -7 | -4 | 1.7
19 | Cc1cc(C)n2ncc(C(=O)NCc3ccccc3)c2n1 | -0.6 | -1 | 3 | -9 | -0.9
20 | COc1cccc(CN(C(=O)c2cccc(OC)c2)C2CCS(=O)(=O)C2)c1 (stereo not drawn) | 1.5 | -4 | -11 | 1 | -0.5
21 | COc1ccc(C2/C=C\CN(C(=O)c3ccccc3)[C@H](Cc3ccccc3)C(=O)N2Cc2ccc(F)cc2)cc1 (stereo partly drawn) | -0.2 | -2 | -11 | 1 | 4.8
22 | O=C(NC1CC1)C1CCN(c2nc3ccccc3s2)CC1 | 0.1 | 3 | 1 | -2 | -0.1
23 | CCNS(=O)(=O)c1c(C)cc(N2CCCC2=O)cc1C | 1.1 | -2 | 0 | 4 | -1.1
24 | CCCCN(C)CCCNC(=O)c1cccc(N2CCCC2=O)c1 | -0.3 | -2 | 5 | 1 | -0.7
25 | CC1Nc2ccc(C(=O)NC3CCCCC3)cc2NC1=O (stereo not drawn) | 0.6 | 57* | -3 | 4 | -1.9
26 | O=Cc1cccc(OC(=O)Nc2ccccc2)c1 | 1.0 | 2 | 5 | 1 | -0.7
27 | c1nc(N2CCOCC2)c2[nH]cnc2n1 | 2.8 | -4 | -2 | 6 | -0.8
28 | Cc1ccc2c(c1)C1C=CCC1C(C(=O)NCCCN1CCOCC1)N2 (stereo not drawn) | 0.4 | 1 | -6 | -3 | 2.3
29 | COc1ccc(O)c(/C=N/NC(=S)Nc2cccnc2)c1 | 2.6 | -1 | -8 | -5 | -0.2
30 | Cc1nnc(SCCn2c(N3CCN(Cc4ccccc4)CC3)nc3c2c(=O)[nH]c(=O)n3C)s1 | 0.4 | -5 | -7 | -3 | -3.1

entry | TbMetRS inhib | Rpn11 inh | SUMO1-SIM PPI | DNMT1 inh | STEP block
16 | -0.5 | i | -3 | 3 | -1
17 | 0.4 | i | -5 | 39 | 3
18 | 4.2 | i | 0 | 4 | -5
19 | -1.6 | i | -2 | 2 | -1
20 | -0.3 | i | 2 | -1 | 1
21 | 0.3 | i | 3 | -4 | 1
22 | -0.8 | i | -4 | -4 | -2
23 | -1.0 | i | -2 | 1 | -1
24 | -1.8 | i | -1 | 4 | 1
25 | 0.0 | / | -8 | -3 | 2
26 | -0.1 | i | -1 | 0 | -3
27 | -0.3 | i | 6 | -3 | -2
28 | -0.4 | i | -5 | -6 | -2
29 | -0.2 | i | -5 | -4 | 1
30 | -1.1 | i | 4 | 1 | -3

Record cards (already shown). Order of values: MsrA inh | CSN inh | Scp-1 inhibitor | NadD inh | LMPTP inh | TbMetRS inhib | Rpn11 inh | SUMO1-SIM PPI | DNMT1 inh | STEP block
Profile of `CCCCn1c(NCc2ccc3c(c2)OCO3)nc2ccccc21` = 0.2 | 0 | -7 | -4 | 1.7 | 4.2 | i | 0 | 4 | -5
Profile of `Cc1cc(C)n2ncc(C(=O)NCc3ccccc3)c2n1` = -0.6 | -1 | 3 | -9 | -0.9 | -1.6 | i | -2 | 2 | -1
Profile of `CC1Nc2ccc(C(=O)NC3CCCCC3)cc2NC1=O` (stereo not drawn) = 0.6 | 57* | -3 | 4 | -1.9 | 0.0 | / | -8 | -3 | 2
Profile of `COc1ccc(C2/C=C\CN(C(=O)c3ccccc3)[C@H](Cc3ccccc3)C(=O)N2Cc2ccc(F)cc2)cc1` (stereo partly drawn) = -0.2 | -2 | -11 | 1 | 4.8 | 0.3 | i | 3 | -4 | 1

Next part
entry | Structure | MsrA inh | CSN inh | Scp-1 inhibitor | NadD inh | LMPTP inh
31 | Cc1cc2nc(C(C)(C)C)c(Cc3ccsc3)n2c(C)c1Br | 0.2 | -3 | / | 14 | 3.5
32 | CC1CN(C2CCCCC2)c2nc3c(c(=O)n(C)c(=O)n3C)n2C1 (stereo not drawn) | -0.4 | 0 | -7 | 11 | -0.5
33 | NS(=O)(=O)c1ccc(NCc2c(F)cccc2Cl)cc1 | -0.8 | 2 | -6 | -9 | 1.6
34 | COCCNc1nc2nonc2nc1N1CCCC1c1nccs1 (stereo not drawn) | 4.1 | 0 | -4 | -7 | -0.5
35 | O=c1[nH]c(N2CCCCCC2)nc2ncn(Cc3ccccc3)c12 | 0.1 | 0 | -4 | -6 | -2.0
36 | CC(Oc1ccccc1)C(=O)Nc1nc(-c2ccccn2)cs1 (stereo not drawn) | -0.5 | -3 | 1 | -2 | -0.6
37 | Cc1cc(N2C(=O)C3C4C=CC(C4)C3C2=O)ccc1Br (stereo not drawn) | -0.6 | 1 | -6 | -3 | -1.2
38 | CCOc1ccc(NC(=O)CNC(=O)c2nn(-c3ccc(OC)cc3)c(=O)c3ccccc23)cc1 | 1.0 | -1 | -25 | -2 | 2.4
39 | CN1C(=O)CC(N2CCN(C(c3ccccc3)c3ccccc3)CC2)C1=O (stereo not drawn) | -1.2 | -5 | -5 | 2 | -1.4
40 | CCOC(=O)N1CCN(Cc2nc3c(c(=O)n(C)c(=O)n3C)n2Cc2ccccc2C)CC1 | -1.0 | -1 | -5 | -3 | -0.8
41 | O=C(CNC(=O)c1cccs1)NC1=NCCS1 | -0.2 | 5 | -11 | 2 | -0.6
42 | Nc1cc(=O)[nH]c(=O)n1Cc1ccco1 | -0.3 | 1 | 1 | -7 | -0.9
43 | Cc1cc(C)nc(NC(=NCCc2c[nH]c3ccccc23)NC(=O)Nc2ccc(Cl)c(Cl)c2)n1 | -1.2 | -7 | 4 | 38* | 5.0
44 | CCS(=O)(=O)Nc1ccc(C2=NN(S(C)(=O)=O)C(c3cccs3)C2)cc1 (stereo not drawn) | 2.0 | -5 | -6 | -4 | -0.8
45 | N#Cc1c(C(F)(F)F)cc(-c2ccccc2)nc1SCC(=O)Nc1sc2c(c1C#N)CCC2 | -0.4 | 0 | -2 | 7 | -0.5

entry | TbMetRS inhib | Rpn11 inh | SUMO1-SIM PPI | DNMT1 inh | STEP block
31 | -0.7 | / | 3 | / | /
32 | 0.4 | i | -2 | 2 | -3
33 | -0.2 | i | -1 | 0 | 27
34 | -0.8 | i | -7 | -3 | -3
35 | -0.2 | i | 0 | 0 | -5
36 | 0.1 | i | 3 | -3 | 7
37 | -0.2 | i | 1 | 2 | 3
38 | -1.2 | i | -10 | -16 | 5
39 | -0.5 | i | -3 | 0 | -2
40 | -1.4 | i | -1 | 3 | -2
41 | -0.5 | i | -4 | 0 | -2
42 | 0.2 | i | 1 | -7 | -1
43 | 0.7 | i | 2 | 16 | 0
44 | 0.3 | i | -9 | 1 | 10
45 | -2.0 | i | -1 | 4 | -8
